Screening data (PubChem)
Gli-Sufu block – Gli-Sufu pathway antagonists, primary screen, luciferase luminescence, Sufu-KO-LIGHT cells, uHTS | Sufu-KO-LIGHT fibroblasts, Gli luciferase reporter luminescence | inhibition, % at 5 µM | hit rate 0.74% among 340,000;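 active = inhibition above about 55%, limit read from the data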;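 also: 0% = DMSO-treated cells and 100% = wells with medium but no cells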
697 NFkB inh – inhibitors of PMA/ionomycin-induced NF-kB reporter, 697 cells, primary screen, B-cell NF-kB inhibitor project, cell-based, luminescence, uHTS. 697 B-cell NF-kB luciferase reporter, 16 h. inhibition, % at 4 µM. hit rate 0.33% among 330,000; in the data active = inhibition above about 35%
Jurkat NFkB inh – inhibitors of induced NF-kB luciferase reporter, primary screen, TCR NF-kB activation inhibitor project, cell-based, luminescence, uHTS. Jurkat, PMA/ionomycin-induced NF-kB luciferase reporter. inhibition, % at 4 µM. hit rate 0.53% among 330,000
Apaf-1 inh – inhibitors of human Apaf-1 apoptosome, primary screen, biochemical, DEVD-Rh110 fluorescence, uHTS | AID 489030, 2010 | inhibition, % at 20 µM | hit rate 0.71% among 330,000 | reconstituted apoptosome caspase-3 activity | Apoptotic protease-activating factor 1 (Homo sapiens), O14727; active = inhibition of at least 40% at 20 µM;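 also: plate controls were DMSO wells for no effect and DEVD-CHO caspase inhibitor wells for full effect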
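Material: reconstituted apoptosome with Apaf-1, cytochrome c, caspase-9, procaspase-3, dATP; medium: pH 7.5 Hepes buffer with CHAPS, BSA, DTT; also added: cytochrome c and DEVD-Rh110 substrate; timing: 30 min plus 50 min, RT; signal: Rh110 fluorescence intensity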
EBI2 antag – EBI2 receptor antagonists, beta-arrestin recruitment, primary screen, cell-based, luminescence, 7a,25-OHC stimulation, uHTS | 7a,25-OHC stimulated | AID 651636, 2012 | inhibition, % at 5 µM | hit rate 0.81% among 360,000 | G-protein coupled receptor 183 (Homo sapiens), P32249; in the data active = inhibition above about 38%;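 also: enzyme fragment complementation signal reports receptor beta-arrestin coupling in cells; 0% = agonist plus DMSO wells and 100% = wells without agonist; some results beyond the cut were filed as inactive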
Target sequence (P32249 whole entry, looked up, the tested form may be a part): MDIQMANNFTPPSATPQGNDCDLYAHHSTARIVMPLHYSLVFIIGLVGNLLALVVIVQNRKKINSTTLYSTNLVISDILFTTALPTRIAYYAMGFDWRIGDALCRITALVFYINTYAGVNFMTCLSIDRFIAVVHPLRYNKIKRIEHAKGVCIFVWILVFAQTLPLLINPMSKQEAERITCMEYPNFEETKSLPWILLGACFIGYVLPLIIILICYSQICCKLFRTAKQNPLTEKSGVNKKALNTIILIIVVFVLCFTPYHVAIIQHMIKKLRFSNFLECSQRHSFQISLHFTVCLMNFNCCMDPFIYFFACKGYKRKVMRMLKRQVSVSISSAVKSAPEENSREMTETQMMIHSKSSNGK
UBC13 polyUb – UBC13 polyubiquitin chain formation inhibitors, primary screen, biochemical, TR-FRET, uHTS | inhibition, % at 20 µM | hit rate 0.47% among 330,000 | AID 485273, 2010; in the data active = inhibition above about 45%, passing the limit was not always enough
Target sequence (P61088 whole entry, looked up): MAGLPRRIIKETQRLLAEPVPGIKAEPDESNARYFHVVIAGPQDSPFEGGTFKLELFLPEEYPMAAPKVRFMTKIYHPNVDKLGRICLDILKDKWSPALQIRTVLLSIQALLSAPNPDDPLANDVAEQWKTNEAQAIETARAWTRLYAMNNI
CCR6 antagonist – CCR6 receptor antagonists, primary screen, cell-based, CHO-K1, luminescence, beta-arrestin, uHTS | C-C chemokine receptor type 6 (Homo sapiens), P51684 | CHO-K1 CCR6 PathHunter beta-arrestin, CCL20-stimulated | inhibition, % at 20 µM | hit rate 0.49% among 340,000;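 active = compounds whose inhibition of the agonist-driven luminescence signal at 20 µM reaches about 50%, limit read from the data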;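 also: cells stimulated with CCL20 at 14 nM final; plate controls were DMSO with CCL20 for no effect and DMSO without agonist for full effect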
Target sequence (P51684 whole entry, looked up): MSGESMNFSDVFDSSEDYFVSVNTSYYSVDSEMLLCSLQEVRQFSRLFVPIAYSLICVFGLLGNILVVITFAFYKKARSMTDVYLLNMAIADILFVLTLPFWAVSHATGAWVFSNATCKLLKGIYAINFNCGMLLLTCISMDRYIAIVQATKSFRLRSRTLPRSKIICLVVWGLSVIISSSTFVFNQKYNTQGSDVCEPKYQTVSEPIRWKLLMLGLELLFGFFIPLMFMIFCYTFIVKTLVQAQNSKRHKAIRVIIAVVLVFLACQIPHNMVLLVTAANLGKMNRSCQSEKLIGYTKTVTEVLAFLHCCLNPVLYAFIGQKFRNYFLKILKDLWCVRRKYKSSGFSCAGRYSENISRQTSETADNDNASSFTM
SENP8 inh – SENP8 protease inhibitors, primary screen, biochemical, luminescence; purified SENP8, Z-RLRGG-aminoluciferin cleavage; Sentrin-specific protease 8 (Homo sapiens), Q96LD8; AID 2540, 2010; hit rate 1.2% among 330,000; inhibition, % at 10 µM
Active calls of the source: *; . = not tested or not shown. Rule as the data show it, unless noted: active = inhibition above about 50%; inactive = the rest. An excerpt; rates above refer to the full screens.

SMILES	Gli-Sufu block	697 NFkB inh	Jurkat NFkB inh	Apaf-1 inh	EBI2 antag	UBC13 polyUb	CCR6 antagonist	SENP8 inh
CCN(CC(=O)Nc1ccc(NC(C)=O)cc1)CC(=O)Nc1ccc(F)c(Cl)c1	-7	-4	4	-4	0	-4	6	2
CC1CCN(S(=O)(=O)c2ccc3[nH]c(=O)cc(C(=O)O)c3c2)CC1	7	7	4	-6	-11	-1	14	3
COC(=O)CC(NS(=O)(=O)c1cccs1)c1ccccc1Cl (stereo not drawn)	4	-10	1	9	11	8	8	-2
CC(N=Cc1cccc(O)c1O)c1ccccc1 (stereo not drawn)	7	7	-7	71*	-5	-19	-2	3
CN(C)C(CNc1ncnc2sccc12)c1ccccc1 (stereo not drawn)	13	6	7	-1	-5	9	12	4
O=C(Oc1ccccc1C(=S)N1CCOCC1)c1ccccc1	-12	-25	-13	0	-11	-10	0	-11
CN(CC(=O)O/N=C(\N)c1ccc([N+](=O)[O-])cc1)S(=O)(=O)c1ccccc1	-9	10	1	-9	-3	20	-22	-2
Cc1ccccc1/C=C/c1nc2ccccc2c(=O)n1Cc1ccccc1	-1	-9	24	22	5	4	10	2
COc1ccc(C(=S)N2CCN(c3ccccc3Cl)CC2)cc1OC	9	-11	-6	17	21	-7	-2	2
O=C(C1CCN(S(=O)(=O)N2CCCCC2)CC1)N1CCCCC1	2	12	2	-4	2	5	-7	4

Compounds above that have a halogen, in the order listed:
SMILES	Gli-Sufu block	697 NFkB inh	Jurkat NFkB inh	Apaf-1 inh	EBI2 antag	UBC13 polyUb	CCR6 antagonist	SENP8 inh
CCN(CC(=O)Nc1ccc(NC(C)=O)cc1)CC(=O)Nc1ccc(F)c(Cl)c1	-7	-4	4	-4	0	-4	6	2
COC(=O)CC(NS(=O)(=O)c1cccs1)c1ccccc1Cl (stereo not drawn)	4	-10	1	9	11	8	8	-2
COc1ccc(C(=S)N2CCN(c3ccccc3Cl)CC2)cc1OC	9	-11	-6	17	21	-7	-2	2

Additional records
SMILES	Gli-Sufu block	697 NFkB inh	Jurkat NFkB inh	Apaf-1 inh	EBI2 antag	UBC13 polyUb	CCR6 antagonist	SENP8 inh
Cc1csc(SCC(=O)Nc2sc3c(c2C#N)CCC3)n1	9	-6	3	11	-3	4	-10	3
Cc1ccc(NCc2nnc(SCC#N)o2)c(C)c1	-1	-8	4	-30	-1	-4	-5	1
NC(=O)CC(NC(=O)Cc1ccc(Cl)cc1)c1ccc(NC2CCCCCCC2)c([N+](=O)[O-])c1 (stereo not drawn)	-13	3	-7	10	-22	2	7	5
COc1ccc(C(=O)NCC(=O)N/N=C(\C)Cc2ccccc2)cc1	-7	0	6	-5	-14	0	4	1
CC(=O)C[C@H]1c2ccccc2S(=O)(=O)N1C1CCCC1	-21	14	-6	4	-13	5	1	0
O=C(Cn1cnc2c(nnn2-c2ccccc2)c1=O)NCc1ccco1	-4	6	8	-8	1	6	8	-1
O=C1CCCc2ccccc2N1Cc1ccccc1	7	-9	6	5	-3	6	5	-3
CCCCc1ccc(NC(=O)Nc2cccnc2)cc1	-22	-17	-59	32	-4	6	-26	51*
CCn1c2ccccc2c2cc(NC(=O)Cc3ccc(S(=O)(=O)N4CCOCC4)s3)ccc21	8	6	8	7	3	-3	4	4
Cc1nc2ccccc2c(=O)n1NC(=O)c1cccc([N+](=O)[O-])c1	-3	15	15	-4	-2	7	14	8
O=S1(=O)N=C(Nc2ccc(S(=O)(=O)N3CCCCC3)cc2)c2ccccc21	2	22	12	-44	4	8	-10	1
C=CCn1c(=O)c2c(nc3n2CC(C)CN3c2cccc(OC)c2)n(C)c1=O (stereo not drawn)	2	8	-12	6	22	6	59*	-11
CCOC(=O)C(C)Sc1ccc2nnc(CCNS(=O)(=O)c3ccccc3)n2n1 (stereo not drawn)	2	8	3	-1	1	5	13	-8
CCOC(=O)c1ccccc1NC(=O)C1CC(=O)N(C(C)(C)C)C1 (stereo not drawn)	-4	9	-12	2	0	-3	12	0
O=C(O)C(c1ccccc1)N1CCCC1 (stereo not drawn)	3	-9	2	7	-6	4	7	-5
Cc1ccc(CN(C)C(=O)c2ccc(NS(=O)(=O)c3ccc4[nH]c(=O)[nH]c4c3)cc2)cc1	-4	-2	-1	-5	-4	-6	-3	-12
COc1ccc(OC)c(NC(=O)C(=O)N/N=C/c2ccccc2[N+](=O)[O-])c1	-6	25	7	-7	-8	-3	-15	-4
Cc1ccc(CN2CCC(=O)N2)cc1	2	6	7	-2	-4	3	9	1
C[C@]12CCC[C@H](O1)[C@H]([C@@H](O)c1ccccc1)O2	19	15	-5	-3	-19	-6	-1	-3
Cc1cc(NC2CCCCC2)nc(N2CCOCC2)n1	-15	-11	-11	8	9	-2	6	-7
COc1cc(NC(=O)C(=O)Nc2ccc3nc4n(c(=O)c3c2)CCCCC4)cc(OC)c1OC	3	-8	10	-22	4	10	4	0
COc1ccc(Nc2ncnc3c2cnn3Cc2ccc(C)cc2)cc1	8	12	3	4	5	9	8	7
O=C(Nc1c(C(=O)Nc2cccc3ccccc23)cnn1-c1ccccc1)c1ccco1	-20	24	5	-4	-4	-6	-32	1
Cc1cccc(CC2SC(N3CCN(c4ccccc4)CC3)=NC2=O)c1 (stereo not drawn)	30	-29	5	11	1	2	1	-8
Cc1oc(-c2cccs2)nc1CN1CCC(CO)(CCOc2ccccc2)CC1	-5	3	11	-17	34	4	7	-2
Cc1ccc(C(=O)NCc2cccs2)cc1S(=O)(=O)N1CCCCC1	5	2	-5	-8	4	2	4	-10
CC1CC(C)CN(S(=O)(=O)c2ccc(C(=O)N3CCOCC3)cc2)C1 (stereo not drawn)	-9	-23	-4	-8	-9	-1	15	-14
CC(C)(C)c1cc(C(=O)CCN2CCOCC2)cc(C(C)(C)C)c1O	.	9	3	9	3	9	12	1
O=C(NCCC1CCCCN1S(=O)(=O)c1cccs1)C(=O)Nc1ccc(F)cc1F (stereo not drawn)	15	-52	58*	21	-33	-1	17	-7
COc1ccc2c(c1)cc(C)c1nnc(SCC(=O)N3CCN(C(=O)c4ccco4)CC3)n12	0	20	8	-6	.	-2	-12	2

Compounds above containing a cyano group:
SMILES	Gli-Sufu block	697 NFkB inh	Jurkat NFkB inh	Apaf-1 inh	EBI2 antag	UBC13 polyUb	CCR6 antagonist	SENP8 inh
Cc1csc(SCC(=O)Nc2sc3c(c2C#N)CCC3)n1	9	-6	3	11	-3	4	-10	3
Cc1ccc(NCc2nnc(SCC#N)o2)c(C)c1	-1	-8	4	-30	-1	-4	-5	1

(cont.)
SMILES	Gli-Sufu block	697 NFkB inh	Jurkat NFkB inh	Apaf-1 inh	EBI2 antag	UBC13 polyUb	CCR6 antagonist	SENP8 inh
COc1ccc(CSc2nnnn2C)cc1[N+](=O)[O-]	-9	29	-5	3	-6	8	2	2
Cc1ccc([C@@H]2[C@@H]3C(=O)N(C)C(=O)[C@@H]3[C@]3(C)C(=O)N(CCO)CC(=O)N23)o1	27	11	15	-12	-2	-12	8	0
COc1cc(NC(=S)N2CCC(C(O)(c3ccccc3)c3ccccc3)CC2)cc(OC)c1	16	-17	-8	0	3	-28	4	-4
CSc1ccc(S(=O)(=O)N(CC(=O)NN=C2CCN(C)CC2)c2ccc(C)cc2)cc1	-5	21	0	-5	4	10	6	0
CCOc1cc(/C=N/n2cnnc2)c(Br)cc1O	-3	-8	0	-32	-7	0	7	3
COc1ccc(/C=N/n2c(-c3cc(C)[nH]n3)n[nH]c2=S)cc1	-4	-1	5	-24	3	-5	11	0
Cc1ccc(Sc2cc(Cl)nc(N)n2)cc1	4	-25	-16	-387	4	1	10	6
COc1ccc(CNC(=O)CN=C2NC(=O)C(c3ccccc3)(c3ccccc3)N2)cc1	4	-4	1	-1	-2	-3	2	-2
CCC1=Nc2cc(C(=O)NCCCN3CCN(C)CC3)ccc2Sc2ccccc21	17	4	-7	1	-1	9	10	-2
N#Cc1c(SCC(=O)Nc2ccc(C(F)(F)F)cc2)sc2c(O)cc(=O)[nH]c12	16	16	3	-3	-1	3	-4	2
O=C(COC(=O)Cn1[nH]c(=O)c2ccccc2c1=O)NNC(=O)c1ccc(Br)cc1	9	16	-2	3	3	6	-4	-2
Cn1c(Cc2ccccc2)nnc1SCC(=O)N1CCCCC1	0	12	6	-4	-4	7	-5	-3
CCOc1ccc(NC(=O)N(C2CCCCC2)C2CCN(C(C)=O)CC2)cc1	-5	-10	-13	8	-1	-9	9	-10
O=C1CCS/C(=N\N=C\c2ccc(Cl)cc2Cl)N1	-20	-24	-13	-12	-4	6	7	-3
CC(=O)Nc1ccc(NC(=O)CCC(=O)OCC(=O)c2ccc(F)cc2)cc1	-15	13	10	-14	-6	-2	-14	7
Cc1cc(OCC(=O)Nc2ccc(OCc3ccccc3)cc2)nc(C(C)C)n1	1	25	3	11	13	0	2	-5
COC(=O)c1ccc(OCc2nn[nH]n2)cc1	4	3	10	0	-7	4	3	-1
CN(Cc1ccccc1)c1nc(CN2CCOCC2)nc2scc(-c3ccccc3)c12	10	-1	6	16	1	26	30	-4
COc1ccccc1CSc1nc2ccccc2[nH]1	5	-77	-64	11	9	-5	13	-3
Cc1ccc(N(C(=O)c2ccco2)C2C=CS(=O)(=O)C2)cc1 (stereo not drawn)	-2	2	-2	-10	-11	-4	-1	8
C#CCOCCOCCOCCNc1nc(N2CCN(C(=O)[C@H](CCCN=C(N)N)n3cc(C(N)[C@H](C)CC)nn3)CC2)nc(N2CCN(C(=O)[C@H](CCCN=C(N)N)n3cc(C(N)[C@@H](C)CC)nn3)CC2)n1 (stereo partly drawn)	0	-10	-3	36	1	74*	-12	-12
Cc1cccc(N2CCN(C(=O)C3CCC(CNS(=O)(=O)c4cccs4)CC3)CC2)c1C (stereo not drawn)	29	-39	31	28	8	-2	16	7
CCCn1c(N)c(N2CCCCC2)c(=O)n(CC(=O)Nc2ccccc2C)c1=O	6	13	6	-6	0	-1	18	2
COc1ccc(OC)c(/C=C/C(=O)c2ccc(Cl)cc2)c1	-5	8	-7	3	12	4	24	2
O=C(Nc1cccc(Cl)c1)Nc1csc([N+](=O)[O-])c1	-13	14	28	-2	-12	3	31	-11
CCOC(=O)C1CCCN(C(=O)COc2ccc(N(C)S(=O)(=O)c3ccc(C)cc3)cc2)C1 (stereo not drawn)	4	20	6	7	-3	7	-1	0
O=C(OCc1nc2ccsc2c(=O)[nH]1)c1ccc(Cl)nc1	1	15	13	-2	-7	-4	7	3
CCCCc1cc(=O)oc2cc(C)cc(OCC(=O)N[C@@H](CSCc3ccccc3)C(=O)O)c12	7	1	2	7	-4	1	6	-2
CCOC(=O)c1nnc2cc(C)nn2c1C	0	-10	-5	-18	5	-4	11	-7
COc1cc(Cl)ccc1NC(=S)N(CCN(C)C)C(C)c1ccncc1 (stereo not drawn)	10	6	6	-12	2	4	-6	13
CCOC(=O)N1CCN(C(=O)/C(=C/c2ccc(OC)cc2)NC(=O)c2ccccc2)CC1	11	27	2	-5	1	0	-19	4
COc1ccc(CCNS(=O)(=O)c2cc3c4c(c2)CC(=O)N4CCC3)cc1	3	8	1	1	-5	0	12	-2
O=c1c2oc3nc4c(cc3c2ncn1CCCc1ccccc1)CCCC4	-22	-31	-48	16	6	2	16	3
CCCCCCOc1ccc(/C(C)=N/NC2=NCCN2)cc1	21	-57	49	38	-21	60*	34	-14
Cc1ccc(CN2CCCN(Cc3c(C)cc(C)cc3C)S2(=O)=O)cc1	6	1	18	7	-10	9	15	5
CC(=O)C1=C(O)C(=O)N(c2cccnc2)C1c1ccc([N+](=O)[O-])cc1 (stereo not drawn)	.	14	-14	-6	.	-12	.	-1
Cc1ccc(Cn2ccc(NC(=O)c3cc(-c4ccc(Br)cc4)on3)n2)cc1	-15	-15	-10	-5	-19	-12	-2	-4
